GSK3A inh: blockers of GSK3A enzyme activity – biochemical, luminescence, cell-free homogeneous, HTS, primary screen; GSK-3 alpha kinase, ADP-Glo luminescence, 60 min; actives 0.1% (n = 320,000); Glycogen synthase kinase-3 alpha (Homo sapiens), P49840; inhibition, % at 10 µM;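 in the data active means inhibition above about 50%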;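 further: GST-tagged GSK-3 alpha with peptide substrate and 25 µM ATP; 0% = DMSO neutral wells and 100% = GW8510 positive control wells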
HSP90 refold inh: HSP90 inhibitors, primary screen, cell lysate, luminescence; Heat shock protein HSP 90 (rabbit reticulocyte lysate; luciferase refolding); inhibition, % at 5.6 µM; Rabbit reticulocyte lysate, luciferase refolding luminescence, 3 h; actives 0.91% (n = 290,000);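 active means inhibition above the screen-wide mean plus 3 SD, computed separately per campaign, cut at about 16% in these data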;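 further: 0% = DMSO wells and 100% = 60 µM geldanamycin wells; inhibitors lower the luminescence because luciferase stays unfolded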
HDAC3 inhib: HDAC3 deacetylase inhibitors, primary screen, biochemical, fluorescence, cell-free homogeneous; Histone deacetylase 3 (Homo sapiens), O15379; recombinant HDAC3, fluorogenic peptide/trypsin coupled; inhibition, % at 8.3 µM; actives 0.15% (n = 320,000); in the data active means inhibition above about 26%, passing the limit was not always enough; inconclusive means no clear call, values can overlap the other calls
Target sequence (O15379 whole entry, looked up): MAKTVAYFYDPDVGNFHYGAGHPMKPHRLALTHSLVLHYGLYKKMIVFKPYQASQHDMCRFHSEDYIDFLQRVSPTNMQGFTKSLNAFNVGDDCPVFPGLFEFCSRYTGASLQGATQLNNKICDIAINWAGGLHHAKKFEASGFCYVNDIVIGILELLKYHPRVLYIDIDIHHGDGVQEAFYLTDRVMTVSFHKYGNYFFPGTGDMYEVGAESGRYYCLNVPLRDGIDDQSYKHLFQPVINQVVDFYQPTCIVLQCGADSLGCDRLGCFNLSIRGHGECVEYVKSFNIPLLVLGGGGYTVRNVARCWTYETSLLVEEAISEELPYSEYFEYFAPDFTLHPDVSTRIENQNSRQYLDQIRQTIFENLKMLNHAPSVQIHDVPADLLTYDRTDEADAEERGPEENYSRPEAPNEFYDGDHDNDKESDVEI
HSF-1 act: HSF-1 activators, primary screen, NIH3T3-HGL cells, MG132 stress, luminescence, single point; AID 504408, 2011; activation, % at 9 µM; NIH3T3-HGL HSF-1 luciferase reporter, 8 h; 100% = twice DMSO control signal; actives 1.7% (n = 300,000);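 active means mean replicate activation of at least 50% with a set share of replicates each reaching 50%; inconclusive means only one of those two conditions met; inactive means mean below 50% and too few replicates reaching it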;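 further: 0% = median of the neutral control wells and 100% = twice that signal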
AI-2 QS modul: Vibrio harveyi AI-2 quorum sensing modulators, primary screen, JMH597 strain, luminescence/OD600 ratio. Vibrio harveyi JMH597 AI-2 luminescence/OD600 ratio, 9 h; active compounds read low; strain lacks LuxN and CqsS sensors; 0 = neutral-control median. activity change, % at 7.5 µM. actives 0.4% (n = 300,000). AID 2094, 2009; in the data active means activity change below about -75%, passing the limit was not always enough; inconclusive means no clear call, values can overlap the other calls;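 further: luminescence divided by OD600 gain over 9 h not by final OD600 alone; inactives centre near 13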
HSF1 inhib: HSF1 inhibitors in luciferase reporter cells, primary screen, cell-based, NIH3T3, luminescence | NIH3T3-HGL HSE-luciferase, MG132-induced, luminescence 8 h; active compounds read low | activity change, negative = inhibition, % at 7.5 µM (by protocol) | actives 0.77% (n = 300,000);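 active means more than half of replicate wells show activity change below -50%, luminescence cut by over half; inconclusive means some wells, but at most half, below -50%; inactive means no replicate well below -50%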;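 further: luciferase reports HSF-1 transcriptional activity via heat shock element; 0% = median of DMSO wells and -100% = zero luminescence signal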
GSK3B inh: human GSK3beta kinase inhibitors, primary screen, biochemical, cell-free homogeneous, HTS; Glycogen synthase kinase-3 beta (Homo sapiens), P49841; GST-GSK3beta kinase, ADP-Glo luminescence, 60 min; active compounds read low; activity score (negative = inhibition), % at 10 µM; actives 0.038% (n = 300,000);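 active means more than half of replicate wells score below -50%, meaning over 50% inhibition versus plate controls; inconclusive means some replicates but at most half score below -50%; inactive means no replicate scores below -50%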;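 further: 0% = median DMSO wells and -100% = median GW8510 positive control wells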
Target sequence (P49841 whole entry, looked up): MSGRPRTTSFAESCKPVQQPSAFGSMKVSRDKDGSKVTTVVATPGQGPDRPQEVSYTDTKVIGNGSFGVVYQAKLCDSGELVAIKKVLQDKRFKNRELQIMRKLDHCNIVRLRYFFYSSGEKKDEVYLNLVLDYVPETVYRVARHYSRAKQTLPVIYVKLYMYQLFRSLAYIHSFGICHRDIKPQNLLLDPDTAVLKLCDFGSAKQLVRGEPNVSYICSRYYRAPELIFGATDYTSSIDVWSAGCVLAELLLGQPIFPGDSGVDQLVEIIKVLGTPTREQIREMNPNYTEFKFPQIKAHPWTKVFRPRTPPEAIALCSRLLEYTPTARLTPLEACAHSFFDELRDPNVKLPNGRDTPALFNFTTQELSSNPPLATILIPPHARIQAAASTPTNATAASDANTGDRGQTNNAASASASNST
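test system = GST-tagged human GSK3beta kinase, cell-free | reagent = 25 µM ATP with peptide substrate | dosing = one dose of 10 µM per compound | schedule = 60 min reaction, RT | detection = luminescent ADP-Glo measurement of ADP formed | control set = DMSO neutral wells and GW8510 at 20 µM as positive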
PolyA inh: polyadenylation inhibitors in yeast reporter cells, primary screen, luminescence, S. cerevisiae; S. cerevisiae SKY197-pL101 polyadenylation reporter, beta-gal luminescence; efflux-impaired pdr1/pdr3 knockout yeast; score 100 = 6 SD above DMSO; actives 0.02% (n = 300,000); calls only at 12 µM;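 active means lowest replicate activity score at least 50, where 100 means six control SD above control mean; inconclusive means lowest score under 50 but half or more replicates reach 50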;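 further: yeast exposed to compound for 9 h at 30 °C; higher score means more reporter readthrough which indicates perturbed polyadenylation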
Dyrk1A ADPGlo: rat Dyrk1A kinase inhibitors, primary screen, biochemical, single point, plate reader; Dual specificity tyrosine-phosphorylation-regulated kinase 1A (Rattus norvegicus), Q63470; actives 0.43% (n = 310,000); ADP-Glo luminescence, NFATc1 peptide; inhibition, % at 12.5 µM; in the data active means inhibition above about 50%;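 further: plate controls were vehicle with enzyme for no effect and no enzyme for full effect; many of its hits are not listed in these tables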
Platelet DG rel: inhibitors of platelet dense granule secretion, primary screen, cell-based, MLPCN, human platelets. inhibition, %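 (compounds screened at 7.5 µM in platelet-rich plasma)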. human platelet-rich plasma, SFLLRN dense granule ATP release, luminescence. actives 0.22% (n = 300,000);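 active means mean replicate score, as percent of positive control, at or above 50; inconclusive means mean below 50 but at least one replicate at or above 50; inactive means mean and every replicate below 50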
Numbers without * were called inactive; i = inactive; ? = inconclusive; . = no result given.

#	Molecule	GSK3A inh	HSP90 refold inh	HDAC3 inhib	HSF-1 act	AI-2 QS modul	HSF1 inhib	GSK3B inh	PolyA inh	Dyrk1A ADPGlo	Platelet DG rel
1	CCCC1=C(C(=O)OCC)C(c2ccc(O)cc2)n2ncnc2N1 (stereo not drawn)	20	1	1	-3	12	0	-21	i	2	2
2	Cc1c(C)c2c(OCC(=O)NCc3cccnc3)cc3c(c2oc1=O)CCC(C)(C)O3	0	-1	-3	-4	10	3	0	i	13	-1
3	CC(C)Sc1nsc2nc(=O)c(/C=C3\C=Nc4ccccc43)c(N)n12	-1	-1	3	15	1	-2	3	i	11	15
4	O=C(Nc1ccc(N2CCOCC2)cc1)C1(c2ccc(Cl)cc2)CCC1	-2	-1	-3	22	22	1	4	i	-1	2
5	Cn1c(CNC(=O)CCNC(=O)c2cccc(Br)c2)cc(=O)n(C)c1=O	0	9	0	2	-10	3	1	i	10	3
6	CCc1nc(CNC(=O)C2CCC(=O)N(Cc3cccc(OC)c3)C2)no1 (stereo not drawn)	.	0	.	1	24	2	2	i	1	0
7	CC(NC(=O)c1cccs1)c1ccccc1 (stereo not drawn)	-3	.	1	-9	15	-1	1	i	2	-1
8	CCOC(=O)Cn1c(=O)oc2cc(S(=O)(=O)N(C)Cc3ccco3)ccc21	1	1	7	-9	0	-7	2	i	-1	-5
9	CCOCCOC(=O)c1ccc(-n2cnc(C)n2)nc1	4	3	4	-3	14	0	-27	i	1	11
10	COC(=O)c1ccc(NC(=S)N2CCN(CCO)CC2)cc1	0	0	-3	2	13	2	-4	i	.	-10
11	COCCN1C(=O)C(CC(=O)Nc2ccc(C(=O)O)cc2)SC1=Nc1ccccc1 (stereo not drawn)	-1	1	-2	.	30	.	-4	.	-1	.
12	COC(=O)C1=C(C)N=c2s/c(=C/c3cccs3)c(=O)n2C1c1cccs1 (stereo not drawn)	-2	-3	5	-7	16	-1	1	i	-6	-1
13	CCn1c(=O)n(CC(=O)NC2CCCC(C)C2C)c(=O)c2ccccc21 (stereo not drawn)	-4	-1	-3	4	8	-2	1	i	27	13
14	NS(=O)(=O)c1ccc(CCNc2cc(=O)n(Cc3ccc(F)cc3)c(=O)[nH]2)cc1	4	9	-9	.	.	.	.	.	-1	.
15	O=C(O)c1cccc(N2C(=O)C3CC=C(Cl)CC3C2=O)c1 (stereo not drawn)	.	2	-2	-7	14	1	2	i	17	10
16	COc1ccc(-c2nnn(CC(=O)c3ccccc3)n2)cc1OC	-2	-3	6	.	-70	.	-2	i	-2	0
17	O=C(NCc1cccs1)c1cccc(N2CCCC2=O)c1	-3	-2	-1	5	-5	-9	-5	i	1	-1
18	O=C(NCC(c1ccco1)N1CCCCC1)c1ccc(OCc2ccccc2)cc1 (stereo not drawn)	.	-2	8	3	-9	-4	2	i	-5	2
19	CCOC(=O)Nc1n[nH]c(NC(=O)OCC)c1[N+](=O)[O-]	1	2	-1	13	25	-6	-2	i	-2	3
20	CCC(C)Nc1nc2c(c(=O)n(C)c(=O)n2C)n1Cc1ccc(F)cc1 (stereo not drawn)	1	0	-3	0	4	-10	0	i	1	-1
21	Cn1c(CNC(=O)CCNC(=O)c2cccc(F)c2)cc(=O)n(C)c1=O	2	1	3	-13	9	-9	2	i	.	26
22	O=C(Nc1ccccc1)c1cc([N+](=O)[O-])ccc1Cl	1	.	1	-3	25	0	4	i	-6	-2
23	Cc1ccc(C=C2C(=O)c3ccccc3C2=O)s1	-1	13	-7	5	16	-2	-1	i	0	20
24	C=CCNC(=S)NN(c1ccccc1)c1ccccc1	-3	-1	2	3	21	11	0	i	-2	8
25	CCOC(=O)CSc1nc2c(cnn2-c2ccc(F)cc2)c(=O)[nH]1	-2	2	-9	-21	23	-2	-5	i	3	-7
26	CN(CC(=O)OCC(=O)NCc1ccccc1)S(=O)(=O)c1ccc(Cl)cc1	-5	-2	0	-14	11	-5	1	i	-9	3
27	c1ccc(Cn2c(-c3cccs3)nc3nc4ccccc4nc32)cc1	.	-1	.	23	22	6	1	i	.	3
28	O=C(NCc1cccnc1)c1ccc(Cl)cc1[N+](=O)[O-]	-2	3	-2	-6	24	0	1	i	0	2
29	COc1ccc2c(C(=O)c3ccc(Cl)cc3)n(CCCC(N)=O)[n+]([O-])c2c1	-1	.	5	26	9	6	0	i	3	-5
30	CCOC(=O)c1c[nH]c(=S)n1C	1	4	-5	4	28	1	1	i	-2	-1
31	CCOC(=O)N1CCN(S(=O)(=O)c2ccc3c4c(cccc24)C(=O)N3)CC1	1	-3	-9	6	15	5	1	i	8	7
32	CN1C(=O)CC(C(=O)O)SC1=Nc1cc(Cl)cc(Cl)c1 (stereo not drawn)	-2	-6	3	36	-6	1	-3	i	-4	4
33	Cc1ccc(C(=O)N2CCNC(=O)C2CC(=O)Nc2ccccc2)cc1 (stereo not drawn)	-1	0	-11	-10	15	-11	0	i	-2	17
34	NC(=O)Cn1cc(/C=N\NS(=O)(=O)c2ccccc2)c2ccccc21	-1	-3	9	18	23	-9	0	i	1	0
35	CCOc1ccccc1NC(=O)CN(c1cc(C)cc(C)c1)S(=O)(=O)c1c(C)noc1C	0	-1	2	1	27	-5	4	i	5	-8
36	N#Cc1cccc(CS(=O)(=O)c2ccc(Cl)cc2)c1	4	0	-5	12	4	-3	1	i	1	3

Given with one line to a screen: part of the list above
24: C=CCNC(=S)NN(c1ccccc1)c1ccccc1
25: CCOC(=O)CSc1nc2c(cnn2-c2ccc(F)cc2)c(=O)[nH]1
26: CN(CC(=O)OCC(=O)NCc1ccccc1)S(=O)(=O)c1ccc(Cl)cc1
27: c1ccc(Cn2c(-c3cccs3)nc3nc4ccccc4nc32)cc1
28: O=C(NCc1cccnc1)c1ccc(Cl)cc1[N+](=O)[O-]
29: COc1ccc2c(C(=O)c3ccc(Cl)cc3)n(CCCC(N)=O)[n+]([O-])c2c1
30: CCOC(=O)c1c[nH]c(=S)n1C
31: CCOC(=O)N1CCN(S(=O)(=O)c2ccc3c4c(cccc24)C(=O)N3)CC1
32: CN1C(=O)CC(C(=O)O)SC1=Nc1cc(Cl)cc(Cl)c1 (stereo not drawn)
33: Cc1ccc(C(=O)N2CCNC(=O)C2CC(=O)Nc2ccccc2)cc1 (stereo not drawn)
Assay by compound | 24 | 25 | 26 | 27 | 28 | 29 | 30 | 31 | 32 | 33
GSK3A inh | -3 | -2 | -5 | . | -2 | -1 | 1 | 1 | -2 | -1
HSP90 refold inh | -1 | 2 | -2 | -1 | 3 | . | 4 | -3 | -6 | 0
HDAC3 inhib | 2 | -9 | 0 | . | -2 | 5 | -5 | -9 | 3 | -11
HSF-1 act | 3 | -21 | -14 | 23 | -6 | 26 | 4 | 6 | 36 | -10
AI-2 QS modul | 21 | 23 | 11 | 22 | 24 | 9 | 28 | 15 | -6 | 15
HSF1 inhib | 11 | -2 | -5 | 6 | 0 | 6 | 1 | 5 | 1 | -11
GSK3B inh | 0 | -5 | 1 | 1 | 1 | 0 | 1 | 1 | -3 | 0
PolyA inh | i | i | i | i | i | i | i | i | i | i
Dyrk1A ADPGlo | -2 | 3 | -9 | . | 0 | 3 | -2 | 8 | -4 | -2
Platelet DG rel | 8 | -7 | 3 | 3 | 2 | -5 | -1 | 7 | 4 | 17

(next part)
#	Molecule	GSK3A inh	HSP90 refold inh	HDAC3 inhib	HSF-1 act	AI-2 QS modul	HSF1 inhib	GSK3B inh	PolyA inh	Dyrk1A ADPGlo	Platelet DG rel
37	O=C(NCc1ccccc1)c1ccc(Oc2ccc(C(=O)NCc3ccccc3)cc2)cc1	0	5	-2	17	20	8	-2	i	-1	6
38	CCCC(=O)Nc1nnc(SCC(=O)N2C(C)CCCC2C)s1 (stereo not drawn)	-3	-1	5	-7	18	-5	1	i	0	.
39	Cc1cc(NC(=O)CSc2nc3c(C)c(C)ccc3cc2C)no1	-2	1	-9	0	12	5	3	i	-6	9
40	Cc1cc2c(cc1S(=O)(=O)NCc1ccccc1Cl)OCCN2C	-1	-4	.	-6	17	-1	1	i	0	5
41	CC(=O)c1c(C)[nH]c(C(=O)OCCOc2ccccc2)c1C	7	34*	-3	29	4	8	-6	i	.	-1
42	Cc1cccc(Cn2c(O)c(N=NC(=S)Nc3ccccc3F)c3ccccc32)c1	-1	-4	-3	-20	7	-27	3	i	-6	1
43	CCCN1C(=O)/C(=C/c2nc3ccccc3c(=O)[nH]2)c2ccccc21	-2	-1	0	-3	30	5	3	i	1	-5
44	O=C(CCN1C(=O)C2CC=C(Cl)CC2C1=O)NCc1ccco1 (stereo not drawn)	2	1	?	-15	7	-1	3	i	-8	-4
45	Cn1c(=O)n(C)c2cc(/C=N/NC(=O)c3cccc(Br)c3)ccc21	-3	0	-2	-1	11	4	2	i	-2	-1
46	COCCCNC(=O)Cn1nnc(-c2ccc(NC(=O)c3ccccc3F)cc2)n1	1	-1	-2	28	-1	2	-3	i	0	-7
47	NC(=O)C1(NC(=O)[C@@H]2CC3(CC(c4cccc(NC(=O)c5cc([N+](=O)[O-])cc([N+](=O)[O-])c5)c4)=NO3)CN2C(=O)c2ccccc2)CC1 (stereo partly drawn)	0	1	1	10	30	-3	3	i	-5	2
48	COc1ccc(N(CC(=O)Nc2cccc(SC)c2)S(C)(=O)=O)cc1	0	-3	8	22	24	16	-1	i	-1	-1
49	Cc1nc(-c2ccc(NC(=O)C(C)(C)C)cc2)c(-c2ccccc2)o1	1	0	-2	7	17	-9	4	i	0	-4
50	CCOC(Cn1c(CCCO)nc2ccccc21)OCC	-1	3	1	3	6	-9	-7	i	2	-2
51	CCOC(=O)C(=O)/C(C#N)=C/Nc1ccc(Cl)cc1	8	-1	4	-8	6	2	1	i	2	-3
52	C=CCN=c1scc(-c2ccco2)n1/N=C/c1ccc(O)c(O)c1O	1	17*	13	10	-1	9	-1	i	1	11
53	CCOC(=O)c1c(S(=O)(=O)N2CCN(C)CC2)c(C)n(C)c1C	2	-2	4	1	17	-6	12	i	-5	3
54	COC(=O)Cc1c(O)ccn(Cc2ccc(OC)c(OC)c2)c1=O	0	3	-3	-8	61	-8	7	i	-6	2

Screens: PubChem, several laboratories

Only part of the results is shown; rates above refer to the full screens.
